# Screening results (PubChem BioAssay)
# MsrA inhibitor: bovine MsrA inhibition. purified bovine MsrA, absorbance read-out. inhibition, % at 15.5 µM. actives 0.75% (n = 360,000). AID 651718; in the data active = inhibition above about 4.5%;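 note: 0% = vehicle wells with enzyme and 100% = reference inhibitor wells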
# FAS-TE inh: blocks the thioesterase domain of human fatty acid synthase; P49327; recombinant FAS-TE, OMFH fluorogenic substrate, fluorescence endpoint; inhibition, % at 15 µM; actives 0.67% (n = 360,000);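 active = compounds whose normalised, plate-corrected inhibition of enzyme fluorescence in the single-dose primary screen is 50% or more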;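 note: 0% = DMSO with enzyme and 100% = substrate without enzyme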
# CSN deneddyl inh: inhibitors of human CSN-mediated cullin deneddylation | Q92905 | Purified CSN, SCF-Nedd8-OG deneddylation, fluorescence polarization | inhibition, % at 12.5 µM | actives 0.38% (n = 360,000) | AID 651999;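 active = pattern-corrected inhibition above about 35%, with an unprinted fluorescence ratio check between 0.5 and 1.5, limit read from the data, passing the limit was not always enough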;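 note: 0% = enzyme with substrate and 100% = substrate without enzyme; some results filed as inactive read as strong as hits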
#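 Assay system: purified human Csn5 enzyme expressed in HEK293T cells; measure: % inhibition; also added: SCFSkp2-Nedd8OG substrate at 10 nM final; technique: fluorescence polarization; times: reaction 90 min, room temperature; medium: Tris buffer pH 7.5, NaCl, DTT, Tween-20, trehalose, ovalbumin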
# MLLE-PAM2 inh: inhibitors of microRNA-mediated deadenylation, human PABP1 MLLE binding; AID 588489; actives 0.36% (n = 360,000); P11940; GST-MLLE / FITC-PAM2 fluorescence polarization; inhibition, % at 20 µM; in the data active = inhibition above about 35%, passing the limit was not always enough;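 note: plate controls were DMSO wells with GST-MLLE for no effect and wells lacking GST-MLLE protein for full effect; some results filed as inactive read as strong as hits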
# bovine MsrA act: activators of bovine methionine sulfoxide reductase A; AID 602163; actives 0.3% (n = 360,000); purified bovine MsrA, absorbance read-out; activation, % at 10.6 µM; in the data active = activation above about 7.5%;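 note: 0% = vehicle and 100% = reference activator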
# Rin1-Abl PPI inh: human Rin1-Abl interaction inhibition; inhibition, % at 7.35 µM; TR-FRET Rin1/Abl binding, biochemical; P00519+Q13671; AID 588664; actives 0.4% (n = 360,000); in the data active = inhibition above about 5%, passing the limit was not always enough
# MT1-MMP act inh: inhibitors of human MT1-MMP activation. actives 0.061% (n = 360,000). P50281. HT1080 RFP-PRO-GFP cells, GFP/RFP ratio fluorescence, overnight; percent of plate control window, DMSO zero. GFP/RFP ratio change, % at 20 µM;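 active = GFP/RFP ratio change of at least 30% with cell ATP level not reduced by more than half and red fluorescence within 50% of control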; note: strong numbers were not always called active
#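 Material: RFP-PRO-GFP reporter HT1080 cells. Dosing: single-point 20 µM compound, 1% DMSO. Controls: DMSO and RFP-L50D-GFP cell wells. Timing: cells overnight before dosing, compound overnight, 37 °C, 5% CO2. Measure: GFP/RFP fluorescence ratio.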
# Rpn11 inh: blocks the human proteasome subunit Rpn11; actives 0.59% (n = 360,000); calls only at 20 µM; AID 588493; human 26S proteasome, Ub4-pepOG fluorescence polarization; 20S core pre-blocked with epoxomicin; O00487;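 active = inhibition at 20 µM, scaled to each plate's controls, above about 33%, limit read from the data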
# Target sequence (O00487 whole entry, looked up): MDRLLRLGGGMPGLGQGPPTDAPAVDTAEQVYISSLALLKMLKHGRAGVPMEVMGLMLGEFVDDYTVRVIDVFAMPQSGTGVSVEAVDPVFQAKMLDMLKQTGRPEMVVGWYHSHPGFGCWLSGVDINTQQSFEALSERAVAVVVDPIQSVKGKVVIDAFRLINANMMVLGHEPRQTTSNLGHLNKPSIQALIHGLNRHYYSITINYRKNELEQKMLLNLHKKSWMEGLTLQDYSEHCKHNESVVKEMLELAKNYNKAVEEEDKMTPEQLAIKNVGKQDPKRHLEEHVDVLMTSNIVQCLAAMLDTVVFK
# eLon inh: E. coli protease La inhibition; purified E. coli Lon protease, fluorescence polarization; P0A9M0; inhibition, % at 7.94 µM; AID 602123; actives 0.42% (n = 360,000); in the data active = inhibition above about 13%, passing the limit was not always enough;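 note: 0% = enzyme with probe and DMSO and 100% = no enzyme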
# Target sequence (P0A9M0 whole entry, looked up): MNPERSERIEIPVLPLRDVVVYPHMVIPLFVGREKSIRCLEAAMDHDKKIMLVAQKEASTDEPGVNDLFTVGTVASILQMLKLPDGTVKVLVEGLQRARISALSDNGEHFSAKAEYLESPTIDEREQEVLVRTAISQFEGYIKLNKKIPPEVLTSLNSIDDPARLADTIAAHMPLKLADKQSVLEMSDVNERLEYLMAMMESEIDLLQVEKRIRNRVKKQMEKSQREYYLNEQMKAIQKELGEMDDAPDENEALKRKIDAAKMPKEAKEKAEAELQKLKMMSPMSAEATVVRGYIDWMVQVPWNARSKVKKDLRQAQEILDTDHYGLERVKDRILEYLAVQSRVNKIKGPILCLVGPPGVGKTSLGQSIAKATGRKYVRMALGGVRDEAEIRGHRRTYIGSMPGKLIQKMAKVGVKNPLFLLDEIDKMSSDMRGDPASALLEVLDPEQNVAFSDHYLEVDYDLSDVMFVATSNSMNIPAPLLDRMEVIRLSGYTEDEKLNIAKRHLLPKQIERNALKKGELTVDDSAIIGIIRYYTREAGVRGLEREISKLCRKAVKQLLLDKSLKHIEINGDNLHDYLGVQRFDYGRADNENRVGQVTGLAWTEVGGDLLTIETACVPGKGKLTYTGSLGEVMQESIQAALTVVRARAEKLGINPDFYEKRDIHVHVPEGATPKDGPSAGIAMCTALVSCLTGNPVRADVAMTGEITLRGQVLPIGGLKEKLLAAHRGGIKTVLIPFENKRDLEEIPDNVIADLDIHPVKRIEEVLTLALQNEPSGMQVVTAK
# An asterisk follows results filed as active; i = inactive; x = no result given.
SMILES,MsrA inhibitor,FAS-TE inh,CSN deneddyl inh,MLLE-PAM2 inh,bovine MsrA act,Rin1-Abl PPI inh,MT1-MMP act inh,Rpn11 inh,eLon inh
Cc1cc(Cl)ccc1NC(=S)NCc1ccccc1,-0.2,-0.4,0.1,-0.4,-7.0,0.3,-0.5,i,-8.5
COC(=O)c1ccc2c(=O)n(Cc3ccc(C(=O)NC4CCCC4)cc3)c(=S)[nH]c2c1,0.5,-7.6,-0.1,-56.0,-11.0,-0.3,x,i,-3.4
C#CCOCCOCCOCCNc1nc(N2CCN(C(=O)[C@H]([C@@H](C)CC)n3cc(CCCN=C(N)N)nn3)CC2)nc(N2CCN(C(=O)[C@H](CCCCN)n3cc(CCCC)nn3)CC2)n1,0.0,-8.9,4.6,-10.8,0.7,8.2,1.3,i,0.0
CC(=O)Nc1ccc(S(=O)(=O)Oc2ccc(Br)cc2C(=S)N2CCOCC2)cc1,1.2,1.8,4.7,5.9,-7.6,2.5,-2.0,i,-1.1
COc1ccc(-c2nc3ccccc3c(=O)n2NC(=O)Cc2ccccc2)cc1,0.0,-9.4,-4.1,-5.9,-1.1,-0.5,-5.7,i,-4.6
COc1ccc(/C=C(/NC(=O)c2ccc(C)cc2)C(=O)NCc2ccncc2)cc1,3.0,-9.3,6.0,4.9,-1.5,-1.7,-5.2,i,2.6
COc1ccc(-c2nn(-c3ccccc3)cc2/C=C2/SC(=S)N(CCC(=O)O)C2=O)c(C)c1,-0.2,8.8,6.9,-8.9,-7.3,1.9,8.5,i,-0.2
CN1C2=NCCN2C(=O)c2cc(Cl)ccc21,0.0,-4.3,-1.1,-46.1,-3.5,2.6,2.8,i,-0.2
Cn1c(SCc2nnc(-c3ccc(F)cc3)o2)nnc1C1COc2ccccc2O1 (configuration not stated),0.3,4.6,-1.5,-34.2,-9.5,5.7,x,i,3.5
CC(=O)c1sc2nc(-c3cccs3)cc(C(F)(F)F)c2c1N,2.0,-27.0,7.3,37.7,1.0,-1.7,-16.6,i,-20.7
Cc1ccc(S(=O)(=O)NCC(=O)OCc2nnc(-c3ccccc3)o2)cc1C,-1.4,-5.2,5.8,2.6,0.3,0.2,4.7,i,-8.6
O=C(CSCc1cccc(Cl)c1)N1CCN(Cc2ccc3c(c2)OCO3)CC1,0.3,14.3,2.0,14.9,-3.0,-3.6,0.8,i,-0.3
O=C(NN1C(=O)c2ccccc2NC1c1ccco1)c1ccc([N+](=O)[O-])cc1 (configuration not stated),0.5,24.6,-6.3,1.5,-1.1,1.8,-3.2,i,-6.3
Cc1ccc(C(=O)NC(=S)Nc2ccc(N3CCOCC3)cc2)cc1C,1.2,14.7,-7.2,33.2,-2.5,1.4,2.9,i,-1.5
COc1ccc(C(CNC(=O)Cc2ccc(-c3ccccc3)cc2)N(C)C)cc1 (configuration not stated),1.3,-1.4,4.4,-24.8,2.7,2.7,-0.3,i,10.8
CC(C)Cn1c(SCC(=O)NCc2ccco2)nnc1-c1ccncc1,-0.9,-6.9,-1.8,13.7,-1.9,6.0,-4.8,i,-4.5
COc1ccc(/C=C(\NC(=O)c2cccs2)C(=O)Nc2ccccc2C)cc1OC,1.8,-7.6,-0.4,-3.5,-6.1,2.5,0.7,i,-9.1
CN(C(=O)CSc1ncnc2sc3c(c12)CCC3)C1CCS(=O)(=O)C1 (configuration not stated),1.2,-8.5,-2.1,23.9,1.4,-12.7,-4.2,i,-8.8
CCc1ccccc1NC(=O)CNC(=O)CCNC(=O)Nc1ccccc1,0.5,-3.3,-3.0,5.7,-1.5,1.1,3.0,i,5.0
O=C(c1ccc(S(=O)(=O)N2CCOCC2)cc1)N1CCOCC1,-0.4,-4.2,-8.0,13.5,-4.2,3.4,1.4,i,-0.8
O=C1CC(c2ccco2)Sc2ccccc2N1 (configuration not stated),-0.6,-6.7,-2.5,21.9,-1.4,-0.4,4.0,i,0.4
CC(C)n1nnnc1SCC(=O)c1ccc2c(c1)OCCO2,1.4,-2.3,2.0,11.0,-2.3,-1.1,0.6,i,-6.5
Cc1cccc(C)c1NC(=O)C(NC=O)c1ccc(N(C)C)cc1 (configuration not stated),-0.5,-3.9,-2.0,-0.1,-2.8,1.7,1.7,i,-1.7
CCCCCOc1ccc(NC(=O)c2cc(SC)ccc2Cl)cc1,2.3,22.7,-4.2,3.3,-3.9,-1.4,1.0,i,5.6
O=C(c1cc([N+](=O)[O-])cc([N+](=O)[O-])c1)N1CCN(Cc2ccc3c(c2)OCO3)CC1,0.6,14.3,3.5,10.9,-0.5,1.0,3.8,i,-4.1
CC(C)N(Cc1ccccc1)C(=O)CN1C(=O)NC2(CCOc3ccccc32)C1=O (configuration not stated),-1.0,1.8,-0.9,-1.7,-8.6,2.9,1.3,i,-8.7
CS(=O)(=O)c1cnc(-c2ccccc2)nc1Oc1ccc(F)cc1,1.2,1.2,-2.1,-7.1,-1.4,-0.8,0.9,i,-2.3
CC1CCN(CCCNC(=O)C2CC(=O)N(C3CCCCCC3)C2)CC1 (configuration not stated),0.9,-5.1,-0.5,3.0,-4.3,-2.6,-7.6,i,-5.7
COc1ccc(-c2ccc(-c3noc(-c4ccco4)n3)c(OC)n2)cc1,2.0,3.9,3.5,-36.2,-2.6,-2.2,-4.3,i,-17.1
S=c1[nH]nc(-c2ccco2)n1/N=C/C=C/c1ccccc1,0.9,-7.0,-4.3,-19.8,2.5,0.0,-2.6,i,-6.7
CCCCCCSc1ccc(-c2nc3cnccn3c2NCCCC)cc1,-0.3,22.7,0.1,-15.8,0.4,2.6,-46.6,i,-20.6
COc1ccc(OCCN2CCOCC2)cc1,0.5,-5.4,0.6,3.2,2.4,1.9,-1.3,i,-5.2
Cc1nnc(-c2cnn(C)c2N)n1Cc1ccc2c(c1)OCO2,0.8,-2.1,7.8,0.2,-4.3,2.7,-0.8,i,10.6
COc1cc(NC(=O)N[C@@H](Cc2ccccc2)C(=O)O)cc(OC)c1,-0.3,-14.9,-1.6,15.6,3.7,-1.2,-2.0,i,-1.1
Cc1ccc(NC(C)C(=O)N/N=C/c2ccc([N+](=O)[O-])s2)cc1 (configuration not stated),1.9,-1.8,97.2,-6.0,2.2,1.0,1.1,i,6.9
O=C(CCCCCCCC(=O)N1CCCC1)N1CCCC1,0.0,-8.4,-4.3,6.7,-1.5,3.1,1.2,i,-4.6
O=C(CN1CCCC1)N1c2ccccc2Sc2ccccc21,-0.4,-0.9,3.4,4.8,-3.2,0.4,2.4,i,-1.8
CCC(C)(C)NC(=O)C(c1ccncc1)N(C(=O)c1sc(C)nc1C)c1ccc(F)cc1 (configuration not stated),-2.4,-4.7,2.1,-0.8,-1.2,1.3,-3.2,i,11.9
C(COC1CC2CC1C1C2CC2OC21)OC1CC2CC1C1C2CC2OC21 (configuration not stated),-0.6,0.5,-4.0,-14.6,-5.2,0.7,5.5,i,-12.2
Cc1ccc(S(=O)(=O)N2CCC(C(=O)N3CCC[C@H]3C(=O)NCc3ccco3)CC2)cc1,-1.0,-8.8,-0.2,-10.6,-8.6,-1.1,-0.4,i,-0.6
Cc1ccc(-c2nn(-c3ccccc3)cc2NC(=O)CCl)cc1,0.3,20.3,-6.5,13.3,-1.4,-1.8,-3.7,i,2.2
S=C(NCc1ccccc1)NCc1ccc(Cl)cc1,-0.4,14.8,-2.4,-83.3,-1.0,0.2,0.4,i,3.3
Cc1cc(C(=O)Nc2cccc3c2O[C@@H](CN(C)S(=O)(=O)c2ccccc2)[C@H](C)CN([C@@H](C)CO)C3=O)n(C)n1,-0.2,-10.3,0.6,6.6,0.2,2.5,4.7,i,2.8
CC1Cc2ccccc2N1c1ncnc2nc[nH]c12 (configuration not stated),x,-4.2,-0.5,-1.9,-3.1,0.7,-13.9,i,-4.6
N#CCCCCn1ccc(NC(=O)c2ccc(Cl)cc2O)n1,2.3,0.5,6.8,9.7,-9.8,-2.3,1.3,i,5.6
CC(=O)c1cccc(NC(=O)/C(=C\c2cccnc2)NC(=O)c2ccccc2)c1,-0.7,-5.2,3.4,-9.8,-2.4,-0.5,2.2,i,-2.8
CCOc1cc(N2CCOCC2)c(OCC)cc1NC(=O)[C@H](C)NC(=O)c1ccco1,-0.7,-3.0,-3.5,-12.8,-3.2,5.2,-1.1,i,-8.8
COc1cccc(-c2cc(C(=O)N3C(C)CCCC3C)no2)c1 (configuration not stated),1.4,28.9,-12.1,-14.8,-2.2,1.1,-1.5,i,8.8
COc1ccc(NC(C)=O)cc1NC(=O)C1CCCN1C(=O)c1cccs1 (configuration not stated),0.7,-9.0,-5.7,6.9,-3.3,-1.0,2.6,i,4.6
O=C(c1ccccc1)c1ccc(OCC(O)CN2CCN(Cc3ccccc3)CC2)cc1 (configuration not stated),1.0,-3.0,2.8,4.4,-1.4,0.7,6.0,i,-1.6
# Additional compounds follow:
SMILES,MsrA inhibitor,FAS-TE inh,CSN deneddyl inh,MLLE-PAM2 inh,bovine MsrA act,Rin1-Abl PPI inh,MT1-MMP act inh,Rpn11 inh,eLon inh
CC(=O)N1N=C(c2ccco2)CC1c1ccco1 (configuration not stated),-1.2,-5.5,-0.2,21.9,-1.9,-1.8,1.0,i,-8.2
CC(C)[C@H](NC(=O)c1ccccc1)C(=O)OCC(=O)Nc1ncc(Cl)cc1Cl,0.4,-2.3,2.5,-34.8,-1.4,0.8,-0.7,i,2.1
Cc1cccc(N2CCN(S(=O)(=O)c3cc(-c4cc(C)no4)ccc3C)CC2C)c1 (configuration not stated),-0.8,28.0,-1.2,3.9,-2.4,6.5,-5.1,i,8.5
CCOc1cc(N2CCOCC2)c(OCC)cc1NC(=O)CCC1CCCC1,-0.5,4.1,1.1,8.6,-2.4,-1.3,0.3,i,2.2
CCCc1cc(C(=O)N/N=C/c2cccn2C)cs1,1.9,0.5,-4.4,-7.5,-5.2,-3.2,1.6,i,-6.2
CCC(CC)C(=O)Nc1nnc(S(=O)(=O)N(CC)c2ccc(OC)cc2)s1,0.7,7.5,0.2,-3.3,-1.9,3.7,0.7,i,-1.5

# Fetched by structure from above (6):
SMILES,MsrA inhibitor,FAS-TE inh,CSN deneddyl inh,MLLE-PAM2 inh,bovine MsrA act,Rin1-Abl PPI inh,MT1-MMP act inh,Rpn11 inh,eLon inh
CC(C)[C@H](NC(=O)c1ccccc1)C(=O)OCC(=O)Nc1ncc(Cl)cc1Cl,0.4,-2.3,2.5,-34.8,-1.4,0.8,-0.7,i,2.1
CC(=O)N1N=C(c2ccco2)CC1c1ccco1 (configuration not stated),-1.2,-5.5,-0.2,21.9,-1.9,-1.8,1.0,i,-8.2
CCC(CC)C(=O)Nc1nnc(S(=O)(=O)N(CC)c2ccc(OC)cc2)s1,0.7,7.5,0.2,-3.3,-1.9,3.7,0.7,i,-1.5
Cc1cccc(N2CCN(S(=O)(=O)c3cc(-c4cc(C)no4)ccc3C)CC2C)c1 (configuration not stated),-0.8,28.0,-1.2,3.9,-2.4,6.5,-5.1,i,8.5
CCOc1cc(N2CCOCC2)c(OCC)cc1NC(=O)CCC1CCCC1,-0.5,4.1,1.1,8.6,-2.4,-1.3,0.3,i,2.2
CCCc1cc(C(=O)N/N=C/c2cccn2C)cs1,1.9,0.5,-4.4,-7.5,-5.2,-3.2,1.6,i,-6.2
